# Bioassay records from PubChem.
# GSK3B inh = blocks human GSK3beta kinase activity; P49841; GST-GSK3beta kinase, ADP-Glo luminescence, 60 min; stronger effect = lower value; activity score (negative = inhibition), % at 10 µM; 300,000 compounds, 0.038% hits;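 active means more than half of replicate wells score below -50%, meaning over 50% inhibition versus plate controls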;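 further: 0% = median DMSO wells and -100% = median GW8510 positive control wells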
#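 Assay system: GST-tagged human GSK3beta kinase, cell-free; Input: 1.6 ng GSK3beta; Medium: Tris/MgCl2 kinase buffer; Timing: 60 min enzyme reaction, room temperature; Signal: ADP-Glo luminescence quantifying ADP generated by kinase; Evaluation: score relative to plate controls; Benchmarks: DMSO neutral wells and GW8510 at 20 µM as positive.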
# RGS4 pot = potentiators or activators of RGS4; HEK293 M3R/inducible RGS4, carbachol calcium flux Fluo4; stronger effect = lower value; B-score at 10 µM; 310,000 compounds, 0.92% hits;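 active means B-score of the integrated calcium signal more than 4 SD below the library mean, with starting fluorescence not abnormally high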;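 further: negative B-score means reduced calcium response which marks RGS4 activation or potentiation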
#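 Material: Inducible-RGS4 HEK293 cells carrying M3 receptor; also added: carbachol at ECmax as muscarinic agonist stimulus; incubation: compound preincubation 20 min at room temperature before agonist; signal: Fluo4-AM (2 µM) calcium-flux fluorescence, kinetic read; measure: integrated calcium ratio converted to B score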
# HDAC3 inh = blocks human histone deacetylase 3; O15379; recombinant HDAC3, fluorogenic peptide/trypsin coupled, fluorescence; inhibition, % at 8.3 µM; 320,000 compounds, 0.15% hits; AID 2718; in the data active means inhibition above about 26%, passing the limit was not always enough
# Target sequence (O15379 whole entry, looked up): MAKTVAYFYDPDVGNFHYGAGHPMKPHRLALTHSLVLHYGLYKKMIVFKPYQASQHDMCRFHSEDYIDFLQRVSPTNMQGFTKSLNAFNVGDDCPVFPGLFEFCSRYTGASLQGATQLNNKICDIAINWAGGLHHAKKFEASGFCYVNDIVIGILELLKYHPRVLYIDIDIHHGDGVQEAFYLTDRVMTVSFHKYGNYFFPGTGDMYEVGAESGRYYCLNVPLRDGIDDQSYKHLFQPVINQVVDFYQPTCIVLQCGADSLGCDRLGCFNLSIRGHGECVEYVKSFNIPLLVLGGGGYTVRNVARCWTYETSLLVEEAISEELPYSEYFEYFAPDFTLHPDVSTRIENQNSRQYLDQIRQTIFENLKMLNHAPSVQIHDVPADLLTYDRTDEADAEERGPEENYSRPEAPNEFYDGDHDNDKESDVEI
# KCNQ1 inh = blocks the human KCNQ1 potassium channel; P51787; CHO-K1 KCNQ1, FluxOR thallium flux fluorescence; stronger effect = higher value; B-score at 10 µM; 310,000 compounds, 1.3% hits;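 active means compounds whose thallium flux B-score, printed positive for inhibition, exceeds three library SD while starting fluorescence stays within three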;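 further: channel opened by potassium depolarization with thallium stimulus after 20 min compound exposure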
# Target sequence (P51787 whole entry, looked up): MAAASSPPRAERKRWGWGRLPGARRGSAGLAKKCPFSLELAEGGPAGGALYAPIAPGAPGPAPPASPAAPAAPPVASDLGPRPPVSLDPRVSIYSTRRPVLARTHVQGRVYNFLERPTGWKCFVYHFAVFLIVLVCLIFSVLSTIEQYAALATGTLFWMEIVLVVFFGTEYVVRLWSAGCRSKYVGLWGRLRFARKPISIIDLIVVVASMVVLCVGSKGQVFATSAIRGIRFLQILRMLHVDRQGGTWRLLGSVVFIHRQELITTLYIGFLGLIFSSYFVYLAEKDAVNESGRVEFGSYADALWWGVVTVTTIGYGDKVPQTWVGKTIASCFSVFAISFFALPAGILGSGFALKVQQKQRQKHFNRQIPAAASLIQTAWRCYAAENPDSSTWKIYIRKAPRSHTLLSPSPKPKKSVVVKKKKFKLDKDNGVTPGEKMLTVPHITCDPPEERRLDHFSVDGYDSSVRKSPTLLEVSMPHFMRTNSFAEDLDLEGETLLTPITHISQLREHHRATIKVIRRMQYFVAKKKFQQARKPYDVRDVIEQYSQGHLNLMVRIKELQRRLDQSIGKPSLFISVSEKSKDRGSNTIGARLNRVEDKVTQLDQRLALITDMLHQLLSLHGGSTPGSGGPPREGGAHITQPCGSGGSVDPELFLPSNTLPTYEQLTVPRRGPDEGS
# GSK3 alpha inh = human GSK-3 alpha kinase inhibition. P49840. ADP-Glo luminescence, 60 min. inhibition, % at 10 µM. 320,000 compounds, 0.1% hits. AID 2650;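 in the data active means inhibition above about 50%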;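 further: GST-tagged GSK-3 alpha with peptide substrate and 25 µM ATP; 0% = DMSO neutral wells and 100% = GW8510 positive control wells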
# KCNQ1 act = potentiates or activates the human KCNQ1 potassium channel | P51787 | CHO-K1 KCNQ1, thallium flux FluxOR fluorescence; stronger effect = higher value | B-score at 10 µM | 310,000 compounds, 0.35% hits | AID 2648;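 active means fluorescence ratio B-score, a plate-corrected score, at least three library SD, with initial intensity B-score within 5 SD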
#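 Assay system: stable KCNQ1 CHO-K1 line; medium: assay buffer, equal DMSO in all wells; timing: 90 min dye loading and 20 min compound exposure, both at room temperature; technique: kinetic FluxOR thallium fluorescence, 10-s 1-Hz baseline, 110-s post-stimulus read; read-out basis: B score of baseline-normalized fluorescence ratio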
# KCNK9 inh = human KCNK9 channel inhibition; B-score at 10 µM; 310,000 compounds, 1.2% hits; HEK293 KCNK9, FluxOR thallium flux fluorescence; stronger effect = lower value; Q9NPC2;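 active means ratio B-score over 3 SD below the library mean, with starting fluorescence within 5 SD of its mean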;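 further: negative B-score means less thallium flux so channel inhibition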
# hERG rescue = compounds protecting human hERG from proarrhythmic drug block; 310,000 compounds, 0.51% hits; activation (rescue from dofetilide block), less the hit threshold, % at 10 µM; AID 1511; Q12809; CHO-hERG, FluxOR thallium flux, dofetilide IC70 present;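 active means activation above the mean of controls blocked by dofetilide plus 5 SD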;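 further: thallium influx through hERG after potassium depolarization seen as dye fluorescence rise; in these data hits start at about 4.7%; inactives centre near -7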
# Dyrk1A ADPGlo = inhibitors of rat Dyrk1A kinase. ADP-Glo luminescence, NFATc1 peptide. inhibition, % at 12.5 µM. 310,000 compounds, 0.43% hits; in the data active means inhibition above about 50%;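 further: plate controls were vehicle with enzyme for no effect and no enzyme for full effect; many of its hits are not listed in these tables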
# KCNK3 block = human KCNK3 channel inhibition, primary screen; O14649; CHO-KCNK3 thallium flux, FluxOR fluorescence; stronger effect = lower value; B-score at 10 µM; 340,000 compounds, 0.84% hits;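 active means B-score under library mean minus 4 SD, starting fluorescence ratio at most library mean plus 5 SD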;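 further: more negative B-score means stronger inhibition of thallium flux through KCNK3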
# PolyA inhibitor = inhibitors of polyadenylation in S. cerevisiae | S. cerevisiae SKY197-pL101 polyadenylation reporter, beta-gal luminescence; efflux-impaired pdr1/pdr3 knockout yeast; score 100 = 6 SD above DMSO | calls only at 12 µM | 300,000 compounds, 0.02% hits | AID 1875;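 active means lowest replicate activity score at least 50, where 100 means six control SD above control mean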;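 further: yeast exposed to compound for 9 h at 30 °C; higher score means more reporter readthrough which indicates perturbed polyadenylation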
# Numbers without * were called inactive; i = inactive; · = no result given. Not all compounds are listed, so the mix of outcomes need not match the whole.
SMILES,GSK3B inh,RGS4 pot,HDAC3 inh,KCNQ1 inh,GSK3 alpha inh,KCNQ1 act,KCNK9 inh,hERG rescue,Dyrk1A ADPGlo,KCNK3 block,PolyA inhibitor
Cc1ccnc2c1ccc1ccccc12,1,i,9,i,-4,i,i,-1,3,i,i
CSc1ccc(CNc2ccc(Cl)cc2)cc1,1,i,-4,i,-2,i,i,1,-6,i,i
Cc1ccc(-c2csc(NC(=O)C3CC=CCC3C(=O)O)c2C(=O)OC(C)C)cc1 (configuration not stated),2,i,1,i,-6,i,i,-12,0,i,i
COc1cccc(-c2nnn(CC(=O)N3CCC(C)CC3)n2)c1,-1,i,-8,i,-4,i,i,-6,0,i,i
CC1CC(=O)N(C)c2cc([N+](=O)[O-])ccc2N1 (configuration not stated),-1,i,6,i,2,i,i,-18,-4,i,i
CC(NC(=O)COc1ccccc1)C(=O)NC1=NCCS1 (configuration not stated),-1,i,5,i,-1,i,i,-10,9,i,i
Cc1ccc(C(=O)OCC(=O)NNC(=O)c2ccc([N+](=O)[O-])cc2)o1,1,i,-4,i,-4,i,i,-7,-2,i,·
CCOC(=O)c1sc2nc(N3CCOCC3)c3c(c2c1N)CCCC3,1,i,-16,i,-2,i,i,-2,-2,i,i
CC(=O)Nc1ccc(NC(=O)Cn2c(=O)n(-c3ccc(F)cc3)c(=O)c3oc4ccccc4c32)cc1,0,i,5,i,-2,i,i,-9,-7,i,i
CCOC(=O)CNC(=O)c1cc2c(=O)[nH]c3ccc(C)cc3c2s1,-1,i,7,i,-3,i,i,-3,5,i,i
CC(C)(C)c1cc(C(C)(C)C)cc(S(=O)(=O)CCc2ccccn2)c1,-4,i,3,i,-5,i,i,-1,-3,i,i
COc1ccc(CCN(C(=O)C(F)(F)F)C(C(=O)NC2CCCC2)c2cccs2)cc1OC (configuration not stated),1,i,7,i,-2,i,i,-2,41,i,i
COc1ccc(N2C(=O)CC(SCCc3nc4ccccc4[nH]3)C2=O)cc1 (configuration not stated),-1,i,6,i,1,i,i,-9,11,i,i
Cc1[nH]n(-c2cccc(Cl)c2)c(=O)c1-c1ccc(Cl)cc1,4,i,3,i,-6,i,i,-4,-3,i,i
Cc1noc(/C=C/N(C)C)c1S(=O)(=O)N1CCN(c2ccc(F)cc2)CC1,0,i,2,i,-1,i,i,-5,-3,i,i
CCCCC(=Nc1ccc(N)cc1)C1=C(O)C(C(=O)OC)C(C)(C)CC1=O (configuration not stated),0,i,12,i,-1,i,i,-11,-8,i,i
CN(CC(=O)NCc1ccncc1)S(=O)(=O)c1ccc(Br)cc1,0,i,2,i,-1,i,i,-5,-3,i,i
COc1ccccc1NC(=O)N1CCC(c2nc3cc(C)c(C)cc3[nH]2)CC1,0,i,-2,i,2,i,i,-16,7,i,i
CC(=O)Nc1ccc(-c2csc(NC(=O)C3CC(=O)N(c4ccc5c(c4)OCCO5)C3)n2)cc1 (configuration not stated),-3,i,2,i,-3,i,i,-15,-2,i,i
O=C(N/N=C/c1c[nH]c2ccccc12)c1ccn(Cc2ccc(Cl)cc2)n1,1,i,-9,i,-1,i,i,-16,3,-11*,i
CCN1C(=O)/C(=C/c2ccc(C)s2)SC1=Nc1ccc(OC)cc1,2,i,2,i,3,i,i,-8,-3,i,i
CS(=O)(=O)N1CCN(c2ccc(NC(=O)Cc3ccccc3)cc2)CC1,-1,i,-2,i,-1,i,i,-5,-4,i,i
Cc1ccc(C(NC(=O)c2ccccc2)C(Cl)(Cl)Cl)cc1 (configuration not stated),3,i,8,i,-3,i,i,-4,-3,i,i
COC(=O)c1c(C)oc2ccc(N(C(=O)Oc3ccccc3)S(=O)(=O)c3ccc(Cl)c([N+](=O)[O-])c3)cc12,2,i,2,i,-2,i,i,-9,-15,i,i
CN1CCN(Cc2cccc(Oc3ccc(Cl)cc3)c2)CC1,-1,-12*,3,i,-1,i,i,-7,-5,i,i

# Copied from the results shown, six compounds:
SMILES,GSK3B inh,RGS4 pot,HDAC3 inh,KCNQ1 inh,GSK3 alpha inh,KCNQ1 act,KCNK9 inh,hERG rescue,Dyrk1A ADPGlo,KCNK3 block,PolyA inhibitor
Cc1ccnc2c1ccc1ccccc12,1,i,9,i,-4,i,i,-1,3,i,i
CSc1ccc(CNc2ccc(Cl)cc2)cc1,1,i,-4,i,-2,i,i,1,-6,i,i
Cc1ccc(-c2csc(NC(=O)C3CC=CCC3C(=O)O)c2C(=O)OC(C)C)cc1 (configuration not stated),2,i,1,i,-6,i,i,-12,0,i,i
COc1cccc(-c2nnn(CC(=O)N3CCC(C)CC3)n2)c1,-1,i,-8,i,-4,i,i,-6,0,i,i
CC1CC(=O)N(C)c2cc([N+](=O)[O-])ccc2N1 (configuration not stated),-1,i,6,i,2,i,i,-18,-4,i,i
CC(NC(=O)COc1ccccc1)C(=O)NC1=NCCS1 (configuration not stated),-1,i,5,i,-1,i,i,-10,9,i,i

# Remaining list, next part:
SMILES,GSK3B inh,RGS4 pot,HDAC3 inh,KCNQ1 inh,GSK3 alpha inh,KCNQ1 act,KCNK9 inh,hERG rescue,Dyrk1A ADPGlo,KCNK3 block,PolyA inhibitor
CCCCN1CN(S(=O)(=O)c2cccs2)c2nc3ccccc3nc21,0,i,·,i,·,i,i,-11,·,·,i
COc1ccc(-c2cc(C(=O)Nc3cnn(Cc4ccccc4C)c3)no2)cc1OC,2,i,6,i,4,i,i,-6,-1,i,i
Cc1cccc(N=Cc2cc3c(cc2[N+](=O)[O-])OCO3)c1,2,i,5,i,-3,i,i,-13,3,i,i
Cc1nn(C)c(C)c1CN(C)C(=O)c1nn2c(c1Br)NC(c1cccs1)CC2C(F)(F)F (configuration not stated),-5,i,-7,i,4,i,i,-5,5,i,i
CCn1c(COc2ccccc2)nnc1SCC(=O)Nc1ccc2c(c1)OCCO2,1,i,4,i,-3,i,i,-3,3,i,i
CCCCCC1CC(=O)N(Cc2ccc(Cl)cc2)C(=O)N1 (configuration not stated),0,i,4,i,0,i,i,-3,0,i,i
COc1cc(CN2CCCC(N3CCN(c4ccccc4C)CC3)C2)cc(Cl)c1O (configuration not stated),-2,i,-4,i,-2,i,i,-7,-3,i,i
Cn1c(=O)[nH]c(=O)c2c1nc(N(CCO)Cc1ccccc1)n2CCCc1ccccc1,0,i,2,i,1,i,i,-13,-11,i,i
COc1cc(CCN2C(=O)c3cccc4cccc(c34)C2=O)c(S(=O)(=O)NCCCO)cc1OC,1,i,4,i,-2,i,i,-4,-5,i,i
O=C(/C=C/c1ccccc1)N1CCN(C(=O)c2ccco2)CC1,1,i,0,i,1,i,i,-14,-3,i,i
CCSc1ccc([C@@H]2[C@H]3C(=O)N(CC)C(=O)[C@H]3[C@]3(C(=O)OC)CCCCN23)cc1,2,i,5,i,-1,i,i,-7,4,i,i
CCc1ccccc1N(CC(=O)NCc1ccco1)C(=O)CCC(=O)Nc1nccs1,0,i,-2,i,-1,i,i,-5,2,i,i
COc1ccc(/C=N\Nc2ccccn2)c(OC)c1,3,i,1,i,-1,i,i,-7,0,i,i
O=C(NNC(=O)[C@@H]1CCCC[C@@H]1C(=O)O)c1cccs1,-2,i,-2,i,6,i,i,2,-4,i,i
O=C(Nc1ccc2c(c1)OCCO2)c1cccs1,0,i,0,i,0,i,i,-2,8,i,·
CCCCOC(=O)Nc1cccc(Cl)c1C,-2,i,-1,i,2,i,i,-7,-14,i,i
COCC(=O)n1nc(-c2ccccc2)nc1NCc1ccc(N(C)C)cc1,3,i,0,i,-1,i,i,-17,9,i,i
N#C/C(=C1/CCCCCN1)c1nc2ccccc2s1,8,i,1,i,1,i,i,-10,10,i,i
Cc1ccc(NC(=O)Cn2c(=O)cnc3ccccc32)cc1S(=O)(=O)N(C)C,0,i,1,i,-1,i,i,-3,-7,i,i
C=C(C)CNC(=S)N/N=C/c1c(F)cccc1F,2,i,10,i,1,i,i,-15,2,i,i
Cn1c(SCC(=O)C(C)(C)C)nnc1-c1cccnc1,1,i,18,i,0,i,i,-13,-16,i,i
Cc1ccc(S(=O)(=O)N(C)C)cc1NC(=O)C1CCCC1,-4,i,·,i,·,i,i,-3,13,i,i
O=C(NCCC1CCCCN1S(=O)(=O)c1ccc(Cl)cc1)C(=O)NCc1ccco1 (configuration not stated),-2,i,-2,i,-1,i,i,-14,4,i,i
O=C(Cc1ccsc1)N1CCN(S(=O)(=O)c2cc(C(F)(F)F)cc(C(F)(F)F)c2)CC1,2,i,0,i,-3,i,i,-5,4,i,i
NC(=O)CC1C(=O)N(c2ccc(F)cc2)C(=O)N1NC(=O)CCc1ccccc1 (configuration not stated),2,i,0,i,-2,i,i,-5,-8,i,i

# Further compounds follow.
SMILES,GSK3B inh,RGS4 pot,HDAC3 inh,KCNQ1 inh,GSK3 alpha inh,KCNQ1 act,KCNK9 inh,hERG rescue,Dyrk1A ADPGlo,KCNK3 block,PolyA inhibitor
CCONc1ncnc2nonc12,1,i,9,i,2,i,i,-13,-1,i,i
CCCCOc1ccc(C(=O)N(CC)CC(=O)NCc2cccs2)cc1,-5,i,0,i,9,i,i,-10,5,i,i
CCOC(=O)C1CCCN(S(=O)(=O)Cc2ccc(Cl)cc2)C1 (configuration not stated),-2,i,2,i,-2,i,i,-9,-2,i,i
CCOC(=O)c1[nH]ncc1CN1CCN(Cc2ccc(C)cc2)C(CCO)C1 (configuration not stated),2,i,5,i,3,i,i,-7,-3,i,i
O=C(COC(=O)C12CC3CC(CC(C3)C1)C2)N1CCN(S(=O)(=O)c2ccccc2)CC1,-4,i,4,i,3,i,i,-11,4,i,i
CSc1ncc(CO)n1Cc1ccccc1,3,i,-2,i,3,i,i,1,·,i,i
CC1CC(c2ccccc2)n2nc(NC(=O)c3ccco3)nc2N1 (configuration not stated),-5,i,-2,i,4,i,i,-5,-4,i,i

# Given with tabs: part of the list above
smiles	GSK3B inh	RGS4 pot	HDAC3 inh	KCNQ1 inh	GSK3 alpha inh	KCNQ1 act	KCNK9 inh	hERG rescue	Dyrk1A ADPGlo	KCNK3 block	PolyA inhibitor
CCCCOc1ccc(C(=O)N(CC)CC(=O)NCc2cccs2)cc1	-5	i	0	i	9	i	i	-10	5	i	i
CCOC(=O)C1CCCN(S(=O)(=O)Cc2ccc(Cl)cc2)C1 (configuration not stated)	-2	i	2	i	-2	i	i	-9	-2	i	i
